# Assay outcomes (PubChem BioAssay)
# dFosB act: activators of mouse delta FosB homodimer; purified delta FosB, TAMRA-CDK5 oligo fluorescence polarization; percent of positive-control signal above neutral wells; P13346; actives 0.99% (n = 340,000); activation, % at 25 µM; AID 493131;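 active = mean activation above about 17%, with every replicate also reaching it, limit read from the data, passing the limit was not always enough; inconclusive = only one of the two conditions met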;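 also: fluorescence polarization rise as delta FosB binds a TAMRA Cdk5 AP-1 oligo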
# Target sequence (P13346 whole entry, looked up): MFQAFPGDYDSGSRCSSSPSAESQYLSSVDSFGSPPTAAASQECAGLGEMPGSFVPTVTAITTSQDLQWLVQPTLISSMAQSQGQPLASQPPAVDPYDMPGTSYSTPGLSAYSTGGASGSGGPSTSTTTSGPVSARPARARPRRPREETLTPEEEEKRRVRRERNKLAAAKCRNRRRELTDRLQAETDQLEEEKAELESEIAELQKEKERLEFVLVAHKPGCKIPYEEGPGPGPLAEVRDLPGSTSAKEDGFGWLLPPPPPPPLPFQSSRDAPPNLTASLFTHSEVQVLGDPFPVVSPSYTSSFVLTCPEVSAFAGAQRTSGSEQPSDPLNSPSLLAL
# CDK5 inh: CDK5/p35 (human) kinase inhibition | Q00535+Q15078 | Recombinant CDK5/p35, ADP-Glo luminescence, 60 min | inhibition, % at 10 µM | actives 0.01% (n = 330,000) | AID 488839;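 active = highest replicate inhibition of at least 50% and at least 75% of replicates reaching 50%; inconclusive = only one of the two criteria met; inactive = both criteria failed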;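 also: plate controls were DMSO neutral control for no effect and GW8510 at 10 µM for full effect; many of its hits are not listed in these tables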
# HTR5A ag: HTR5A agonism, opioid heterodimer counter-screen; activation, % at 9.3 µM; actives 0.61% (n = 340,000); AID 504692; P47898; HTR5A agonist assay, luminescence, cell-based; in the data active = activation mostly above about 9.5%, no sharp cut-off; inactive = mostly below about 7.6%;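 also: 0% = cells with vehicle only and 100% = reference agonist; strong numbers were not always called active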
# NSD2 inh: NSD2 (human) methyltransferase inhibition. inhibition, % at 12.5 µM. NSD2 peptide methylation, AlphaScreen, 120 min. actives 0.54% (n = 310,000). O96028; in the data active = inhibition above about 50%
# V-ATPase pH: alters yeast V-ATPase proton transport; S. cerevisiae, pHLuorin cytosolic pH fluorescence; response, % at 10 µM; actives 0.37% (n = 350,000); AID 504577; in the data active = response mostly above about 7.3%, no sharp cut-off; inactive = mostly below about 5.4%; also: actives read high; inactives centre near 0; some compounds called inactive have numbers as strong as hits; reference of the scale not given here
# HTR5A inv ctr: HTR5A inverse agonism, opioid heterodimer counter-screen. P47898. HTR5A cell line, luminescence. inhibition, % at 9.3 µM. actives 0.083% (n = 340,000). AID 504634; in the data active = inhibition mostly above about 23%, no sharp cut-off; inactive = mostly below about 18%;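 also: 0% = cells with DMSO and 100% = no-cell wells with DMSO; some compounds called inactive have numbers as strong as hits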
# Wnt act: activates Wnt/beta-catenin signaling in a reporter cell assay; activator, plate reader; activation, % at 9.35 µM; actives 1.2% (n = 300,000); AID 743398; in the data active = activation above about 30%, passing the limit was not always enough; inconclusive = no clear call, values can overlap the other calls;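 also: 0% = neutral control wells and 100% = positive control wells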
# SR-BI DiI inh: inhibitors of mouse SR-BI mediated HDL lipid uptake; ldlA[mSR-BI] CHO cells, DiI-HDL uptake fluorescence, 3 h; inhibition, % at 12.5 µM; actives 0.96% (n = 320,000);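 active = mean replicate inhibition of at least 70% and a set share of replicates each scoring 70 or more; inconclusive = meets just one of the two criteria; inactive = fails both criteria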;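 also: 0% = median of neutral control wells and 100% = median of positive control wells; values of inactives mirror those of a sister screen read the other way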
# Target sequence (Q61009 whole entry, looked up): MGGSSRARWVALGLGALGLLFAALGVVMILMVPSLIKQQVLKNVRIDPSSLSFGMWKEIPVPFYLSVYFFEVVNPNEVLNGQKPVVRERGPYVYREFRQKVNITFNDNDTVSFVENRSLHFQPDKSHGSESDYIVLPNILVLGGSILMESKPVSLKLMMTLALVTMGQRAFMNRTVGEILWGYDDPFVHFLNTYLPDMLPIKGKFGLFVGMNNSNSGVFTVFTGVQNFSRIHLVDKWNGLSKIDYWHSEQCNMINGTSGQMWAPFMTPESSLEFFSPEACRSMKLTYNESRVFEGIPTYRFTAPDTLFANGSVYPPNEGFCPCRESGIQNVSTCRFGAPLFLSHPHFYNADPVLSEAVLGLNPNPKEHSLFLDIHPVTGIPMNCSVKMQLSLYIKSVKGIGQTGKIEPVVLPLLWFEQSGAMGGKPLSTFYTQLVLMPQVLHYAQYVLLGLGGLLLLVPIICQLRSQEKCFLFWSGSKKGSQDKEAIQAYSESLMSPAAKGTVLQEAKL
# MITF TRPM1 HTS: activators of MITF-driven TRPM1 promoter activity in SK-MEL-5 cells | SK-MEL-5 TRPM1-promoter luciferase, 24 h; % of positive control, neutral wells = 0 | activation, % at 12.5 µM | actives 0.75% (n = 300,000) | AID 588334;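 active = mean activation of at least 80% with every replicate also reaching 80%; inconclusive = mean reaches 80% but some replicate falls short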;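 also: 0% = neutral control wells and 100% = parthenolide positive control wells; values of inactives mirror those of a sister screen read the other way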
# PvdQ acylase: blocks Pseudomonas aeruginosa PvdQ acylase activity; inhibition, % at 10 µM; purified PvdQ acylase, fluorescence plate reader; actives 0.063% (n = 340,000); in the data active = inhibition above about 30%, passing the limit was not always enough; inconclusive = no clear call, values can overlap the other calls;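 also: 0% = vehicle neutral wells and 100% = reference inhibitor wells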
# * = called active by the depositor; ? = inconclusive; . = no result given.
cpd	SMILES	dFosB act	CDK5 inh	HTR5A ag	NSD2 inh	V-ATPase pH	HTR5A inv ctr	Wnt act	SR-BI DiI inh	MITF TRPM1 HTS	PvdQ acylase
1	O=C1C2CC=C(Cl)CC2C(=O)N1CC1Cc2ccccc2CO1 (centres undefined)	3	1.9	-5	.	0	12	.	5	15	-4
2	CCOc1cc2[nH]c(=S)n(CCN3CCCCC3C)c(=O)c2cc1OCC (centres undefined)	4	0.6	3	26	7	-7	.	19	.	-13
3	Cc1cc(-c2ccc(C(=O)O)s2)cnc1N	1	-0.3	-2	-1	-5	-8	-9	-15	8	-95
4	Cc1cnc(NC(=O)C2CC(=O)N(c3ccc4c(c3)OCCO4)C2)s1 (centres undefined)	-8	3.2	-2	-2	-6	9	-3	-10	-7	2
5	O=C(NC(=S)N1CCN(c2ccc(F)cc2)CC1)c1cccs1	-12	-3.0	2	1	-2	-14	0	-1	-11	-18
6	CCOC(=O)C(CC(=O)O)NCc1ccco1 (centres undefined)	-5	1.6	-1	-2	8	9	0	.	10	-10
7	CCC(=O)N(Cc1cc(=O)[nH]c2ccccc12)c1ccc(OC)cc1	-14	-0.3	2	2	0	-8	1	-2	-16	-5
8	CCOC(=O)N1C(=O)NC(=O)C1c1ccc(OC)cc1 (centres undefined)	-5	-1.1	3	-1	-2	-10	-2	12	-1	-6
9	CCCOc1ccc(C(=O)Nc2ccccc2[N+](=O)[O-])cc1	3	-0.1	2	-4	0	-21	.	-19	58	2
10	Cn1ccc(-c2ccccc2)c(C#N)c1=O	1	1.0	2	-1	-1	-4	0	-7	-19	-11
11	COc1ccccc1C(=O)NNC(=O)c1cccc(O)c1	-8	1.1	-1	-1	2	2	-2	-7	15	-8
12	N#C/C(=C(/O)CN1CCCCC1)c1nc(-c2ccc(Cl)cc2)cs1	0	-2.5	-1	3	0	-11	.	.	38	-4
13	CN(C)S(=O)(=O)c1cccc(NC(=O)COc2ccc3ccccc3c2)c1	-3	-0.1	0	-4	1	11	3	31	5	-14
14	CSc1ccccc1NC(=O)c1ccccn1	-6	-0.7	-6	-6	-2	-7	2	8	15	-10
15	COc1ccc(Oc2nc(-c3ccccn3)ncc2OC)cc1	-11	-0.1	1	3	0	-2	1	0	-2	7
16	COc1ccccc1Nc1nc2ccc(C)cc2n2cnnc12	-7	-1.6	6	1	-1	-22	6	29	72	-14
17	C/C(=N/NS(=O)(=O)c1ccc(C)c(C)c1)c1c[nH]c2ccccc12	-8	-1.2	2	-2	-1	5	1	-2	7	-6
18	O=c1ccc2ccccc2n1Cc1cccc(F)c1	0	-0.2	-3	-1	-1	13	4	13	-5	-15
19	COc1ccc(NC(=O)Nc2ccccc2F)c([N+](=O)[O-])c1	7	-6.9	6	-2	0	1	25	6	43	-1
20	CC1=C(C(=O)NCc2ccccc2)C(c2ccc(C)o2)n2ncnc2N1 (centres undefined)	-1	0.1	-7	-3	0	18	.	-19	-3	-10
21	COc1ccc(-c2cc(C(=O)NCCCN3CCCC3=O)c3ccccc3n2)cc1	-8	-1.2	-3	-5	12*	8	0	62	15	-8
22	CN(c1ccc(C(=O)N2CCN(Cc3ccccc3)CC2)cc1)S(=O)(=O)c1ccccc1	-8	1.2	-8	17	3	20	-2	.	-6	6
23	Cc1ccnc2ccc(-c3nc4ccccc4o3)cc12	-29	0.3	4	2	6	-11	67*	38	8	-4
24	CCOc1ccc(S(=O)(=O)N2CCCCC2)cc1NC(=O)CCc1ccc(OC)cc1	-9	-8.9	0	0	-4	2	-2	7	2	-3
25	O=C(Nc1ccc2sc3ccccc3c(=O)c2c1)c1ccccc1Cl	-6	1.0	-4	-5	3	8	-3	1	66	-6
26	Cc1ccccc1C(=O)Nc1ccnn1C1CCN(CC2CC=CCC2)CC1 (centres undefined)	-8	-0.1	3	17	0	-21	2	-2	-1	0
27	CC(C)Oc1ccc(C(CC(=O)NCCCN(C)C)c2ccc(F)cc2)cc1 (centres undefined)	2	1.9	0	2	3	17	9	-4	-1	3
28	Nc1ccc2c(c1)C(=O)c1ccc(Cl)cc1-2	1	-2.4	3	-3	4	-14	4	20	3	-17
29	CCNc1nc(NCC)nc(Oc2ccc(C(=O)OC)cc2)n1	-11	-0.2	2	-3	-1	-6	2	4	-3	-8
30	CCN1CCN(C(=O)c2ccc(COc3ccc(Cl)cc3)o2)CC1	-11	1.0	-1	-3	-3	-17	.	-10	-2	-4

# Some of the entries so far, with two lines to a compound:
# Below each SMILES: dFosB act | CDK5 inh | HTR5A ag | NSD2 inh | V-ATPase pH | HTR5A inv ctr | Wnt act | SR-BI DiI inh | MITF TRPM1 HTS | PvdQ acylase
13) CN(C)S(=O)(=O)c1cccc(NC(=O)COc2ccc3ccccc3c2)c1
  -3 | -0.1 | 0 | -4 | 1 | 11 | 3 | 31 | 5 | -14
14) CSc1ccccc1NC(=O)c1ccccn1
  -6 | -0.7 | -6 | -6 | -2 | -7 | 2 | 8 | 15 | -10

# Continuation.
cpd	SMILES	dFosB act	CDK5 inh	HTR5A ag	NSD2 inh	V-ATPase pH	HTR5A inv ctr	Wnt act	SR-BI DiI inh	MITF TRPM1 HTS	PvdQ acylase
31	CCN1C(=O)C(=O)N(CC(=O)Nc2ccccc2OC(F)F)C1=O	-4	-2.0	-3	-2	1	8	-3	-3	-7	-18
32	O=C(Nc1ccccc1)C1=C[C@@H](c2ccc(Br)cc2)C[C@@H](OCc2ccc(CO)cc2)O1	7	0.6	-2	.	6	-28	-6	22	1	7
33	C=CCOc1ccc2ccccc2c1/C=N/O	-4	1.8	5	-2	3	-35	.	-15	0	10
34	COc1c(O)ccc(/C=N/NC(=O)c2ccc3c(c2)OCCO3)c1[N+](=O)[O-]	3	0.2	-1	17	2	2	?	15	73	-2
35	CC(C)(C)C(=O)CN1C(=O)NC2(CCOc3ccccc32)C1=O (centres undefined)	-11	1.4	6	-4	-1	-4	9	-20	-5	1
36	O=C1c2ccccc2C(=O)N1CCSC(=S)N1CCOCC1	-8	-0.7	2	-1	-4	-6	9	-16	65	-4
37	O=C(Cn1cnc2ccccc21)N/N=C/c1ccccc1	-9	-0.8	.	1	-2	.	0	0	-5	-8
38	CN(C(=O)c1ccc(NC(=O)Cc2ccc(NC(=O)C3CCN(C(=O)C4CCC4)CC3)cc2)cc1)C1CC1	-4	0.6	0	.	3	13	-1	9	4	4
39	C/C(=N\NS(=O)(=O)c1ccc(Br)cc1)c1ccc2c(c1)OCO2	-6	0.1	7	2	4	1	2	-2	-6	0
40	O=S1(=O)C=C(SCCN2CCCCC2)c2ccccc21	-18	0.8	-3	3	-2	-9	.	-16	-7	-10
41	COc1ccc(/C=C2\Oc3cc(OC(=O)N4CCOCC4)ccc3C2=O)cc1	-10	1.7	4	-1	1	-28	2	-11	4	-16
42	CCCCOc1ccc(C(=O)NCC(=O)NCC2CCCO2)cc1 (centres undefined)	-6	-0.2	4	0	0	-27	0	-29	-1	-9
43	CC(Oc1ccccc1)C(=O)OCC(=O)Nc1sccc1C(N)=O (centres undefined)	-9	-1.2	2	0	-2	16	-3	-25	0	-9
44	O=C(OCc1cc(=O)oc2cc(O)ccc12)c1cc(S(=O)(=O)N2CCOCC2)ccc1F	-12	-2.4	3	0	0	-7	-4	40	-22	-9
45	C=CCN1C(=O)/C(=C/c2ccc(OCC(=O)O)cc2)S/C1=N/c1nccs1	-14	-0.3	-3	1	-2	34	-1	-1	-2	0
46	CC(C)(C)OC(=O)N1CCCC(C(=O)Nc2ccc(C(=O)N3CCCC3)cc2)C1 (centres undefined)	-2	0.0	6	.	0	-18	-2	-9	.	6
47	O=C(OCC(=O)N1CCCC1=O)c1cccc([N+](=O)[O-])c1	8	2.0	2	-1	-2	-31	0	-3	0	-1
48	O=C(O)CCCCCCCCCCCc1ccccc1	-5	-0.6	-3	.	1	6	0	-18	0	-18
49	COc1ccc(NC(=O)CCOc2ccccc2)cc1	-8	0.1	0	-1	0	-1	.	7	112*	-7
50	CC1CN(S(=O)(=O)c2cccc(C(=O)NCC(c3cccs3)N3CCOCC3)c2)CC(C)O1 (centres undefined)	1	-0.7	2	1	3	-8	-2	-41	-12	-8
51	c1ccc(N2CCN(Cc3nnnn3C3CCCCC3)CC2)cc1	-7	-1.2	4	.	1	1	-2	9	5	1
52	CCOc1ccc(NC(=O)CN(C)S(=O)(=O)c2cccc3cccnc23)cc1	1	-1.6	7	-2	5	-4	-1	29	3	-15
53	O=C(Nn1c(SCc2ccccc2F)nc2ccsc2c1=O)c1ccccc1	-3	-0.6	1	38	2	-18	0	-9	-7	-7
54	OCC[C@H]1C[C@H](O)[C@@H](O)[C@@]2(CCc3ccccc3O2)O1	-2	0.7	-3	.	0	3	-2	7	9	-13
55	OCCNC(=S)Nc1ccc(Oc2ccccc2)cc1	5	-0.1	3	4	4	-15	3	1	-3	3
56	O=C(Cc1c[nH]c2ccccc12)Nc1nnc(C2CC2)s1	-6	2.6	0	2	-2	0	.	-12	-4	-2
57	O=C(c1ccc2c(c1)OCCO2)C1CCN(C(=O)Nc2ccccc2F)CC1	-10	0.6	-1	-2	2	3	2	54	-7	-5
58	c1ccc2c(c1)Cc1cc3ccccc3nc1-2	-14	-0.5	-4	.	0	16	44*	8	62	6
59	O=C(CSc1ccsc1[N+](=O)[O-])N1CCN(c2ccccc2)CC1	-4	-0.3	-4	10	-1	10	0	6	1	-7
60	O=C1Nc2ccccc2N(O)N1c1ccc(S(=O)(=O)N2CCCCCC2)cc1	-2	-2.5	7	-1	-1	-25	1	-32	6	-21

# An excerpt from above in order of number of heavy atoms, rising:
cpd	SMILES	dFosB act	CDK5 inh	HTR5A ag	NSD2 inh	V-ATPase pH	HTR5A inv ctr	Wnt act	SR-BI DiI inh	MITF TRPM1 HTS	PvdQ acylase
58	c1ccc2c(c1)Cc1cc3ccccc3nc1-2	-14	-0.5	-4	.	0	16	44*	8	62	6
48	O=C(O)CCCCCCCCCCCc1ccccc1	-5	-0.6	-3	.	1	6	0	-18	0	-18
56	O=C(Cc1c[nH]c2ccccc12)Nc1nnc(C2CC2)s1	-6	2.6	0	2	-2	0	.	-12	-4	-2
31	CCN1C(=O)C(=O)N(CC(=O)Nc2ccccc2OC(F)F)C1=O	-4	-2.0	-3	-2	1	8	-3	-3	-7	-18
45	C=CCN1C(=O)/C(=C/c2ccc(OCC(=O)O)cc2)S/C1=N/c1nccs1	-14	-0.3	-3	1	-2	34	-1	-1	-2	0
